FBA Mtb inh = Mtb FBA enzyme inhibitors, primary screen, biochemical, fluorescence, strain H37Rv | purified M. tuberculosis FBA, fluorescence read-out | Fructose-bisphosphate aldolase (Mycobacterium tuberculosis (strain ATCC 25618 / H37Rv)), … | actives 2.3% (n = 360,000) | inhibition, % at 1 µM; in the data active = inhibition above about 27%;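 note: 0% = vehicle and 100% = reference inhibitor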
Target sequence (P9WQA3 whole entry, looked up): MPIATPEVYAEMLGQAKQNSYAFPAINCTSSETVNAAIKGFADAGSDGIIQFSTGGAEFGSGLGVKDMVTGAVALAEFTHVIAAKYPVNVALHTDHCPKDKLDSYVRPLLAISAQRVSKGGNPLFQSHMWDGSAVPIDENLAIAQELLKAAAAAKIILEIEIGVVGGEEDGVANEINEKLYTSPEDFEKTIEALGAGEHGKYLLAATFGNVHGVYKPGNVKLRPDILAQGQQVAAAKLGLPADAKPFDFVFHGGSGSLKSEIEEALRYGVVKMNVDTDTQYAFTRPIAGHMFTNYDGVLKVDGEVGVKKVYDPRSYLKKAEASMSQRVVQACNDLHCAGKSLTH
UGM FP inh = M. tuberculosis UGM enzyme inhibitors, primary screen, biochemical, fluorescence polarization, single point | inhibition, % at 10 µM | purified UGM, fluorescence polarization probe displacement | UDP-galactopyranose mutase (Mycobacterium tuberculosis (strain ATCC 25618 / H37Rv)), … | actives 0.06% (n = 320,000); in the data active = inhibition above about 10%, passing the limit was not always enough; inconclusive = no clear call, values can overlap the other calls
Target sequence (P9WIQ1 whole entry, looked up): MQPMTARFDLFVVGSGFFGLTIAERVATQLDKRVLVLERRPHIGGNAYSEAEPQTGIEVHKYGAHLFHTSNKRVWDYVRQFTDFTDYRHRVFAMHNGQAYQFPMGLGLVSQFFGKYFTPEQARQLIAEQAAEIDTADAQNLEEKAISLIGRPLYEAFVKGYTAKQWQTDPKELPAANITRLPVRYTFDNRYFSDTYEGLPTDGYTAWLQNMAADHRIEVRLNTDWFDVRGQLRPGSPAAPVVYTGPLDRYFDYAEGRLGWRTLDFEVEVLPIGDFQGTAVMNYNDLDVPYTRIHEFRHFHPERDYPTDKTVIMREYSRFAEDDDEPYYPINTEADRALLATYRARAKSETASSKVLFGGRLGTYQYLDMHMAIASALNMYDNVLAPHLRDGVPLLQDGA
GDH-TPI counter = GDH-TPI coupling enzyme inhibitors, primary screen, artefact control for M. tuberculosis FBA inhibitor project, biochemical, absorbance, full deck; GDH-TPI coupled enzyme counterscreen, NADH absorbance; inhibition, % at 4.8 µM; actives 1.2% (n = 360,000); in the data active = inhibition above about 30%;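 note: 0% = DMSO wells and 100% = wells lacking the enzyme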
BoNT F protease = BoNT/F light chain protease inhibitors, primary screen, biochemical, flow cytometry, MLPCN library. Botulinum neurotoxin type F light chain protease (Clostridium botulinum). Multiplex microsphere protease cleavage assay. inhibition, % at 10 µM. actives 0.22% (n = 360,000); in the data active = inhibition above about 35%, passing the limit was not always enough; inconclusive = no clear call, values can overlap the other calls; note: plate controls were buffer without enzyme for full effect and enzyme alone for no effect
Mtb BioA inh = M. tuberculosis BioA enzyme inhibitors, primary screen, biochemical, plate reader, single point, HTS | 7,8-diaminopelargonic acid synthase BioA (Mycobacterium tuberculosis) | purified M. tuberculosis BioA enzyme | inhibition, % at 9.99 µM | actives 0.096% (n = 360,000); in the data active = inhibition above about 40%; inconclusive = no clear call, values can overlap the other calls
Anthrax LF prot = Bacillus anthracis LF protease inhibitors, primary screen, biochemical, multiplex microsphere, MLPCN library; Lethal factor (Bacillus anthracis), P15917; multiplex microsphere protease cleavage assay; inhibition, % at 10 µM; actives 0.12% (n = 360,000); AID 588501, 2011; note: plate controls were buffer without enzyme for full effect and enzyme alone for no effect
FadD28 FP inh = inhibitors of FadD28 bisubstrate probe binding, primary screen, biochemical, fluorescence polarization, single point. Mycobacterium tuberculosis FadD28 fatty-acid-AMP ligase. inhibition, % at 12.5 µM. actives 0.22% (n = 360,000); in the data active = inhibition above about 8.5%, passing the limit was not always enough; inconclusive = no clear call, values can overlap the other calls
PfHsp40 rescue = rescue of yeast from PfHsp40 toxicity, primary screen, S. cerevisiae, ATP luminescence; S. cerevisiae expressing PfHsp40, growth rescue; growth rescue, % at 12.5 µM; actives 0.68% (n = 340,000); in the data active = growth rescue above about 28%, passing the limit was not always enough; inconclusive = no clear call, values can overlap the other calls;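 note: yeast W303a lacking pdr1 and pdr3 grown in galactose medium; growth measured after three days at 30 °C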
BoNT-A LC inh2 = BoNT/A light chain protease inhibitors, primary screen, biochemical, flow cytometry, MLPCN library. Botulinum neurotoxin type A light chain protease (Clostridium botulinum A str. ATCC 3502). multiplex microsphere protease substrate cleavage. inhibition, % at 10 µM. actives 0.17% (n = 360,000). AID 588499, 2011; note: plate controls were buffer without enzyme for full effect and enzyme alone for no effect
* hit, by the source's call; ? = inconclusive; · = no result given. Cut-off read from the data, not from the text of the source, unless noted: active = inhibition above about 30%; inconclusive = no clear call, values can overlap the other calls; inactive = below that. Outcome played no part in choosing rows; any-hit rate near 4.7%.

SMILES | FBA Mtb inh | UGM FP inh | GDH-TPI counter | BoNT F protease | Mtb BioA inh | Anthrax LF prot | FadD28 FP inh | PfHsp40 rescue | BoNT-A LC inh2
COc1ccccc1CNC(=O)C1CCC(CNS(=O)(=O)c2cccs2)CC1 (stereo unspecified) | 3 | 0.1 | 5 | -13 | 1.1 | 6 | -2.1 | 1.2 | -3.2
Cc1cccc(C(C)C)c1-n1nnnc1-c1ccccc1 | 3 | -0.6 | 9 | 2 | 0.1 | -5 | -1.0 | 0.8 | 0.7
CN(C)c1nc(OCCNC(=O)Nc2ccccc2)nc(N(C)C)n1 | 1 | 0.1 | 1 | -3 | 0.1 | -4 | -0.7 | 0.0 | -0.7
NC(=O)c1ncn([C@@H]2O[C@H](CNCc3cnc(N4CCOCC4)nc3)[C@@H](O)[C@H]2O)n1 | -2 | · | 2 | -9 | -0.3 | -3 | -1.1 | 0.1 | -0.1
Cc1noc(NS(=O)(=O)c2ccc(NC(=O)/C=C/c3ccc(Br)cc3)cc2)c1C | -2 | 1.6 | 23 | 3 | 1.4 | -6 | 9.7* | 0.6 | -0.4
Cc1cccc(/C=N/NC(=O)c2cc(C)nc3ccccc23)n1 | -1 | 1.5 | -3 | 2 | 10 | 2 | -5.6 | -0.3 | 1.5
CCCCCCCCC/C(=N\O)c1ccccn1 | 1 | -1.8 | 10 | -20 | 2.1 | -3 | -4.5 | ? | -1.2
COc1ccc(CCNC(=O)Cn2nc(C(=O)O)c3ccccc3c2=O)cc1OC | 1 | -2.7 | -3 | 0 | · | 6 | 1.3 | 0.7 | 1.1
Cc1nc([N+](=O)[O-])c(C(=O)OCc2ccccc2C#N)n1C | -3 | -1.6 | 1 | 6 | · | 8 | -1.8 | -1.5 | 0.5
CC1(C)ON(C2CCCCC2)[C@H]2c3nc4ccccc4n3C[C@H]21 | -1 | 1.1 | 9 | -2 | 0.1 | -5 | -4.2 | -1.1 | -0.3
Cc1cc(NC(=O)CS(=O)(=O)c2cn(Cc3cccc(Br)c3)c3ccccc23)no1 | -1 | · | 0 | 1 | 0.2 | -1 | -3.1 | · | -0.3
Cc1cccc(C)c1NC(=O)c1cnn(-c2ccccc2)c1C | 0 | -6.0 | 8 | ? | -1.9 | 4 | -1.1 | -1.8 | -1.0
Cc1noc(C)c1CSc1nnc(-c2ccncc2)n1-c1cccc(Cl)c1C | -6 | -0.9 | 4 | 9 | · | 2 | -2.5 | 1.3 | 1.0
COc1ccc(S(=O)(=O)Nc2ccccc2C(=O)N2CCOCC2)cc1Cl | 10 | 0.1 | 6 | -62 | -3.7 | -13 | 1.5 | -1.3 | -40
Cc1ccc(C(=O)Nc2ccc3c(c2)OCCO3)cc1S(=O)(=O)N1CCOCC1 | 4 | 0.0 | 15 | 9 | 0.3 | 0 | -1.9 | 0.1 | 0.5
CC(=O)c1c(C)nc2ccc(C)cc2c1-c1ccccc1 | 3 | -0.2 | 5 | -5 | -0.5 | 1 | -1.5 | 0.8 | 0.0
COC(=O)c1cc(-c2cccs2)nc2ccccc12 | 31* | -0.7 | 1 | 9 | -0.3 | 0 | · | 5.9 | 5.3
COc1ccc(-c2cn3c(C)c(C(=O)NC(C)(C)C)sc3n2)cc1 | 2 | -0.5 | 4 | -4 | 2.4 | -4 | -2.8 | 0.8 | 0.0
C=CCc1c(C)nc(-c2ccccc2)nc1Nc1ccc(O)cc1 | -1 | -0.8 | 2 | -7 | 1.7 | -10 | -1.6 | -0.6 | -0.5
Cn1c(SCC(=O)Nc2nccs2)nnc1-c1cccnc1 | 2 | 1.0 | 11 | -9 | -0.6 | -4 | 2.3 | 0.8 | -0.5

Rewritten field by field: part of the list above.
Cc1noc(NS(=O)(=O)c2ccc(NC(=O)/C=C/c3ccc(Br)cc3)cc2)c1C
  FBA Mtb inh: -2 | UGM FP inh: 1.6 | GDH-TPI counter: 23 | BoNT F protease: 3 | Mtb BioA inh: 1.4 | Anthrax LF prot: -6 | FadD28 FP inh: 9.7* | PfHsp40 rescue: 0.6 | BoNT-A LC inh2: -0.4
Cc1cccc(/C=N/NC(=O)c2cc(C)nc3ccccc23)n1
  FBA Mtb inh: -1 | UGM FP inh: 1.5 | GDH-TPI counter: -3 | BoNT F protease: 2 | Mtb BioA inh: 10 | Anthrax LF prot: 2 | FadD28 FP inh: -5.6 | PfHsp40 rescue: -0.3 | BoNT-A LC inh2: 1.5
CCCCCCCCC/C(=N\O)c1ccccn1
  FBA Mtb inh: 1 | UGM FP inh: -1.8 | GDH-TPI counter: 10 | BoNT F protease: -20 | Mtb BioA inh: 2.1 | Anthrax LF prot: -3 | FadD28 FP inh: -4.5 | PfHsp40 rescue: ? | BoNT-A LC inh2: -1.2

The list continues.
SMILES | FBA Mtb inh | UGM FP inh | GDH-TPI counter | BoNT F protease | Mtb BioA inh | Anthrax LF prot | FadD28 FP inh | PfHsp40 rescue | BoNT-A LC inh2
CC(C)NC(=O)c1onc(CSc2ccccn2)c1C(=O)NC(C)C | 2 | 1.8 | 6 | 12 | -0.4 | -4 | -0.3 | -0.3 | 0.1
CCCCCCCOc1ccc(-c2ccc(C#N)cn2)cc1 | 0 | -0.5 | 4 | 0 | 2.3 | -1 | 0.8 | -0.2 | 0.5
O=C(N/N=C/c1ccncc1)c1cc2c(ccc3ccccc32)o1 | 3 | -0.6 | 47* | -3 | -2.5 | 0 | -9.9 | 0.0 | -0.4
O=C(CSc1ccc(-c2cccnc2)nn1)Nc1ccc(F)cc1F | -1 | 3.9 | -1 | 7 | 9.3 | 9 | -2.1 | 0.5 | -0.3
COc1ccc2[nH]c(=O)c(CN(Cc3ccccc3)C(=S)NCC3CCCO3)cc2c1 (stereo unspecified) | 5 | -1.1 | 10 | -4 | · | -1 | -0.1 | 0.5 | 0.1
CCOC(=O)C1=C(COC(=O)CCOc2ccccc2C)NC(=O)NC1C (stereo unspecified) | 5 | 1.7 | 15 | ? | -1.0 | ? | 0.1 | -0.5 | ?
Cc1cc(N2CCCC(C(=O)Nc3cccc(Cl)c3)C2)n2ncnc2n1 (stereo unspecified) | 1 | 2.3 | 3 | -2 | · | -3 | -2.1 | -1.3 | -0.3
O=C(Nc1cccc(-c2nn[nH]n2)c1)c1ccc(Br)s1 | 2 | -3.2 | 9 | -3 | 17 | -2 | -24 | -0.7 | -2.9
Cc1cc(C)c[n+](-c2nc3ccccc3nc2[N-]S(=O)(=O)c2ccc(Cl)cc2)c1 | -3 | 1.3 | 4 | -13 | -4.2 | -5 | -1.8 | 0.4 | -0.5
C=CCn1c(C)cc(C(=O)COC(=O)/C=C/c2cccc(OC)c2)c1C | 2 | -2.3 | -12 | -2 | · | 6 | 3.0 | 2.8 | -0.8

Structural class: those above with bromine.
SMILES | FBA Mtb inh | UGM FP inh | GDH-TPI counter | BoNT F protease | Mtb BioA inh | Anthrax LF prot | FadD28 FP inh | PfHsp40 rescue | BoNT-A LC inh2
Cc1noc(NS(=O)(=O)c2ccc(NC(=O)/C=C/c3ccc(Br)cc3)cc2)c1C | -2 | 1.6 | 23 | 3 | 1.4 | -6 | 9.7* | 0.6 | -0.4
Cc1cc(NC(=O)CS(=O)(=O)c2cn(Cc3cccc(Br)c3)c3ccccc23)no1 | -1 | · | 0 | 1 | 0.2 | -1 | -3.1 | · | -0.3
O=C(Nc1cccc(-c2nn[nH]n2)c1)c1ccc(Br)s1 | 2 | -3.2 | 9 | -3 | 17 | -2 | -24 | -0.7 | -2.9

The list goes on.
SMILES | FBA Mtb inh | UGM FP inh | GDH-TPI counter | BoNT F protease | Mtb BioA inh | Anthrax LF prot | FadD28 FP inh | PfHsp40 rescue | BoNT-A LC inh2
CSc1ccccc1OCc1cc(C(=O)N(C)Cc2c(C)n[nH]c2C)no1 | -4 | -1.2 | -6 | 1 | 0.0 | 1 | -6.0 | 1.4 | -2.0
COCCn1c(C)cc(C(=O)COC(=O)c2ccc(S(=O)(=O)N(C)C)cc2)c1C | -1 | 5.6 | 2 | -11 | 1.5 | -4 | -3.0 | -0.9 | 0.2
COCOc1cc(O)c(C(=O)/C=C/c2ccccc2)c(OCOC)c1 | 1 | -1.7 | 12 | -8 | -0.4 | -12 | -1.0 | 2.0 | -1.3
COc1ccc(S(=O)(=O)Nc2cc3c4c(c2)CCC(=O)N4CCC3)cc1C | 0 | 4.1 | 7 | -4 | 0.3 | -3 | -0.4 | 0.5 | -0.2
COc1cc(O)c2c(=O)c3c(OC)c(O)ccc3oc2c1 | -6 | -2.6 | 9 | -1 | -0.9 | 6 | -8.7 | 7.7 | 0.0
O=C(NCC(=O)N(c1cccnc1)C(C(=O)NC1CCCC1)c1cccs1)c1cccs1 (stereo unspecified) | 3 | 4.9 | 3 | -1 | · | 0 | -2.6 | -0.6 | 0.3
CC(C)CNC(=O)Nc1ccccc1F | -6 | 0.6 | 10 | 0 | · | 0 | -0.1 | 1.0 | 0.2
Nc1nc2n(n1)C(c1ccccc1)CC(c1ccc(F)cc1)N2 (stereo unspecified) | 3 | -1.6 | -6 | -1 | 0.4 | -7 | -0.8 | -0.7 | -0.1
O=C(N/N=C\c1c(O)ccc2ccccc12)c1ccc(O)cc1 | 0 | -0.6 | 22 | ? | -2.5 | 17 | -2.3 | -0.5 | 5.1
Cc1cc(Cl)c(S(=O)(=O)N/N=C/c2ccc3c(c2)OCO3)c(Cl)c1 | 0 | 5.2 | 12 | -2 | 0.1 | -2 | -0.6 | 1.3 | -0.1
Cc1ccc2nc(SCC(=O)Nc3cc(C(C)(C)C)nn3-c3ccccc3)[nH]c2c1 | 2 | -2.6 | -2 | 1 | · | -1 | -4.0 | 0.3 | -0.1
COc1ccc(N2CCN(C(=O)C(=O)c3c(C)[nH]c4ccccc34)CC2)cc1 | 1 | 2.0 | 13 | · | 1.6 | · | -1.8 | -0.7 | ·
Nc1ccn(CCCNCC(c2ccccc2)c2ccccc2)c(=O)n1 | -3 | · | -6 | -5 | -1.7 | -3 | -5.8 | · | 0.2
CS(=O)(=O)N(CC(=O)N1CCCC1)c1cccc(F)c1 | 1 | 4.6 | -1 | -4 | -2.4 | -3 | 0.4 | 1.4 | 0.1
COC(=O)c1ccc(CNC(=O)COC(=O)c2ccccc2-c2ccccc2)cc1 | 1 | 3.0 | -7 | · | 1.0 | · | -5.5 | -1.6 | ·
O=C(/C=C/c1cccs1)Nc1ccncc1 | -2 | -0.2 | 36* | -9 | · | -1 | -0.7 | -2.5 | -0.2
COc1ccc(C(CNC(=O)Cn2[nH]c(=O)c3ccccc3c2=O)N2CCCC2)cc1 (stereo unspecified) | 2 | -0.8 | -5 | -1 | · | 0 | 0.3 | 0.9 | 1.2
CC1CCCCN1C(=O)C1CC(c2ccc(F)cc2)=NO1 (stereo unspecified) | 1 | 1.0 | -10 | 2 | -1.5 | -2 | -2.3 | -1.8 | -0.3
CCOc1ccc(CCN2C(=S)N([C@@H](Cc3ccccc3)CN3CCC[C@@H]3CN3C(=S)NC[C@@H]3Cc3ccc(O)cc3)C[C@@H]2CC(C)C)cc1 | -2 | · | · | -17 | 1.6 | -6 | -4.2 | · | -1.7
CC(C(=O)NCc1ccco1)c1ccc([N+](=O)[O-])cc1 (stereo unspecified) | 1 | 0.0 | 7 | -5 | · | -2 | -1.3 | -0.3 | -0.4
CC(C)NC(=O)NC(=O)COC(=O)Cc1ccsc1 | 2 | 1.2 | -7 | -5 | 5.3 | -2 | -0.9 | -1.1 | -1.1
Cc1ccc(C)c(Oc2nnnn2-c2ccccc2)c1 | -5 | -0.1 | -6 | -1 | -2.5 | -3 | 0.0 | 0.5 | 0.2
